# NTR1 agonist: NTR1-driven beta-arrestin-GFP spot formation – imaging, U2OS cells, high content, primary screen (AID 493036). agonist mode. hit rate 0.17% among 330,000. activation, % at 20 µM;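 active = activation at or above 40% of the spot to cytoplasm intensity ratio, with at least 20 cells analyzed; inconclusive = wells under 20 cells, flagged as cytotoxic or low count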;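 also: 0% = DMSO without peptide and 100% = 100 nM NTR1 peptide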
# Target sequence (P30989 whole entry, looked up): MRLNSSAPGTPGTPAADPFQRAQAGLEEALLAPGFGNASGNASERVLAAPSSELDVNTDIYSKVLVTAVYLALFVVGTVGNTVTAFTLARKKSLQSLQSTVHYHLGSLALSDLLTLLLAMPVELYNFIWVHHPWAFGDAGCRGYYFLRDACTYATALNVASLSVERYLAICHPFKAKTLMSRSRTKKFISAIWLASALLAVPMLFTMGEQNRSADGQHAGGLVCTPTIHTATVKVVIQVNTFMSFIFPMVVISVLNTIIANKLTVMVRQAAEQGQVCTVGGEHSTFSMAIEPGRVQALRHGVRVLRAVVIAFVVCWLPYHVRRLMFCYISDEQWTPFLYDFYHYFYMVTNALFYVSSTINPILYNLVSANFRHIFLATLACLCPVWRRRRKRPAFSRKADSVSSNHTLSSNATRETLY
# RSV CPE inhibition: inhibition of RSV-induced cytopathic effect – HEp-2 cells, primary 10 µM value included (AID 2391) | hit rate 0.13% among 310,000 | CPE inhibition, % at 10 µM, or IC50 in µM where a hit was titrated | HEp-2 cells, RSV-induced CPE inhibition; higher % means a stronger effect; in the data active = a potency from the dose series; inconclusive = CPE inhibition mostly from about 23% at the one dose, without a potency; inactive = the rest, 99 in 100 with CPE inhibition below about 21%; also: strong numbers were not always called active
# Large T inhibition: TAg ATPase/helicase activity blockers – biochemical (AID 1903); SV40 large T antigen ATPase/helicase inhibition assay; higher % means a stronger effect; one-dose inhibition, % at 20 µM; IC50 in µM for titrated hits; hit rate 0.39% among 310,000; in the data active = a potency from the dose series; inconclusive = inhibition mostly from about 32% at the one dose, without a potency; inactive = the rest, 99 in 100 with inhibition below about 32%; also: strong numbers were not always called active
# TNAP activation fold: human TNAP enzyme activators, primary screen, biochemical, luminescent, no phosphate acceptor, uHTS (AID 1001); activation fold at 20 µM; hits with a dose series show EC50 in µM; purified TNAP, luminescent activation assay, no phosphate acceptor; higher activation fold means a stronger effect; hit rate 0.03% among 200,000; in the data active = activation fold from about 3, or a potency from the dose series; inactive = the rest, 99 in 100 with activation fold below about 1.6; also: many of its hits are not listed in these tables
# Rac1 GTP hydrolysis: MgcRacGAP GTPase-activating activity inhibitors, confirmation, biochemical, ADP Hunter fluorescence; MgcRacGAP-stimulated Rac1 GTP hydrolysis, ADP Hunter fluorescence; higher % means a stronger effect; GST-tagged Rac1 F28L mutant substrate; inhibition, % at 30 µM; hits with a dose series show IC50 in µM; hit rate 0.6% among 340,000; AID 624330;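 active = first-screen hits whose inhibition reached a set limit at any dose in the follow-up dose series; inconclusive = inhibition above the set first-screen limit but never retested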;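 also: fluorescence reports GDP produced by GAP-driven GTP hydrolysis; strong numbers were not always called active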
# Salmonella PhoP GFP: PhoP-dependent GFP reporter repression – Salmonella Typhimurium, primary screen (AID 1863); hit rate 0.16% among 300,000; one-dose inhibition, % at 50 µM; IC50 in µM for titrated hits; S. Typhimurium PhoP-regulated promoter GFP reporter, 4 h; higher % means a stronger effect;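 active = inhibition over 29.93%, a cutoff 3 SD above the screen mean, later confirmed by dose response; inconclusive = inhibition over 29.93% but no dose response follow-up; inactive = inhibition at most 29.93% or unconfirmed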;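 also: 0% = low Mg2+ inducing control and 100% = high Mg2+ repressing control; strong numbers were not always called active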
# Myeloid diff MLP: promotes myeloid progenitor differentiation. ER-HoxA9 myeloid progenitors, lysozyme-GFP differentiation, flow cytometry. calls only at 10 µM. hit rate 1% among 360,000. AID 624256;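 active = normalized GFP-positive differentiation at or above the plate's own cutoff, the solvent-only control mean plus 3 SD; inconclusive = no clear call, values can overlap the other calls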;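 also: cells exposed to compound for four days before flow analysis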
# T cell modulator: modulates CD8 T cell binding to vesicles; 2C CD8+ T cell-vesicle binding, flow cytometry; hits give low values; calls only at 7 µM; hit rate 0.068% among 330,000; AID 2052;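 active = response, share of CD8 T cells binding vesicles, and their 90th percentile fluorescence all below set limits, cut at about 80% in these data, passing the limit was not always enough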
#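 Assay system – 2C mouse CD8+ T cells · Also added – QL9-loaded Drosophila micro-vesicles · Timing – Cell–vesicle co-incubation 1.5 h at 37 °C, staining 20 min on ice · Signal – flow cytometry of vesicle-bound cells · Measure – percent CD8+ FL2 mean versus row control · Controls – Peptide-free naked vesicles (low) and QL9 vesicles with 0.7% DMSO vehicle (high)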
# K1F lysis inhibition: inhibition of K1F phage lysis, E. coli UTI89, bacterial capsule biogenesis inhibitors, alamar blue (AID 488966) | hit rate 0.02% among 340,000 | one-dose inhibition, % at 100 µM; IC50 in µM for titrated hits | E. coli UTI89 K1F phage lysis, alamar blue, 2 h; higher % means a stronger effect;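 active = phage lysis inhibition, versus mean bacterial control, above a set limit; inconclusive = no clear call, values can overlap the other calls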;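 also: capsule biogenesis inhibitors block K1F phage lysis so surviving cells raise fluorescence; higher fluorescence means more inhibition of phage lysis; actives were called in the ten point dose series up to 300 µM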
# T cell modulator vesicle-bound %: recorded beside T cell modulator, whose call it bears; double positive events, %; measured here: CD8+ vesicle-bound cell fraction;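 binding gate set so that unloaded-vesicle control wells show 10% double positive cells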
# NTR1 agonist cell count 20 µM: also measured in NTR1 agonist; calls as there; cell count; measured here: cell count, cytotoxicity flag
# Myeloid diff MLP GFP+ MAC1+ %: further read-out of Myeloid diff MLP, marked with its call; GFP+ MAC1+ double positive, %; measured here: differentiation confirmed by MAC1 staining
# * marks the source's active call; other numbers are inactive results; i = inactive; ? = inconclusive; . = no result given; [ ] = remark or other dose.
compound,NTR1 agonist,NTR1 agonist cell count 20 µM,RSV CPE inhibition,Large T inhibition,TNAP activation fold,Rac1 GTP hydrolysis,Salmonella PhoP GFP,Myeloid diff MLP,Myeloid diff MLP GFP+ MAC1+ %,T cell modulator,T cell modulator vesicle-bound %,K1F lysis inhibition
O=C(O)CCc1nc2cc3ccccc3cc2[nH]1,-0.7,99,-0.8%,10%,1.1,8%,-3%,i,0.0,i,36,-1.6%
CC12CCC(=O)N1C(C(=O)NCCN1C(=O)S/C(=C\c3ccc(OC(F)F)cc3)C1=O)CS2 (centres undefined),3.2,64,-0.2%,16%,.,7%,-8%,i,1.1,i,49,0.0%[50 µM]
O=C1COc2ccc(C(=O)CSc3nnc(NCc4ccccc4)s3)cc2N1,0.4,54,-0.3%,-1%,.,10%,-7%,i,1.0,i,46,0.6%
c1ccc(CC2CCN(c3ncnc4sccc34)CC2)cc1,.,.,.,7%,1.1,11%,2%,i,0.5,.,.,0.0%
CC(C)Cn1c(-c2ccc(Cl)cc2)cnc1SCC(=O)N1CCOCC1,1.0,51,-0.7%,11%,1,-1%,1%,i,1.3,i,38,4.0%
CC(C)CCN1NC2(CCCC(C)C2)NC1=S (centres undefined),-0.8,42,2.9%,14%,.,.,-1%,i,0.4,i,11,.
Nc1nc(C2CC2)c(Sc2sc(N)nc2C2CC2)s1,0.2,80,9.7%,25%,1,25%,27%,i,0.7,i,45,-0.1%
CCC(Oc1ccccc1)C(=O)N1CCN(CC)CC1 (centres undefined),-3.4,95,0.7%,19%,1.1,-3%,-3%,i,0.4,i,39,2.7%
Cc1cc(=O)[nH]c2c(C)cc(S(=O)(=O)Nc3ccc(O)cc3)cc12,1.8,48,0.3%,?,.,?,-4%,i,0.0,i,20,-0.7%
CC1Cc2ccccc2N1C(=S)NC(=O)c1ccc(Cl)cc1Cl (centres undefined),0.1,58,-1.4%,15%,0.9,10%,-4%,i,0.6,i,64,0.3%
CS(=O)(=O)N1CCC(C(=O)Nc2cc(Cl)c(Cl)cc2Cl)CC1,-0.3,51,0.1%,6%,.,14%,-6%,i,3.4,i,62,4.4%
O=C(NCC1COc2ccccc2O1)c1cccc(S(=O)(=O)N2CCOCC2)c1 (centres undefined),-1.2,49,-0.8%,.,.,9%,.,i,0.6,i,2,-0.3%
O=C(CCc1ccccc1)NC(=S)Nc1cccc(Br)c1,24,95,1.0%,6%,1,5%,-14%,i,0.4,i,38,-0.1%
S=C(NCCOCCOCCNC(=S)Nc1ccccc1)Nc1ccccc1,0.4,83,1.4%,-3%,1.1,10%,-10%,i,0.1,i,42,0.0%
COc1ccc(-n2nc(C(=O)NCC(=O)N3CCOCC3)c3ccccc3c2=O)c(OC)c1,-1.8,53,1.5%,9%,.,4%,-13%,i,0.9,i,42,0.2%
Cc1nc(N/N=C/c2cccc(F)c2)cc(N2CCOCC2)n1,0.7,56,3.5%,14%,.,19%,-5%,i,0.7,i,64,-0.2%
C/C(CC(=O)Nc1ccc(Cl)cc1Cl)=N\NC(N)=S,1.6,68,0.0%,15%,1,13%,-5%,i,5.8,i,46,2.3%
Cc1c(N2C(=O)c3cccc4cccc(c34)C2=O)c(=O)n(-c2ccccc2)n1C,-0.7,48,1.5%,11%,1.1,18%,4%,i,1.2,i,60,0.1%
COc1ccc(C2CC(C(F)(F)F)n3ncc(C(=O)O)c3N2)cc1OC (centres undefined),-1.1,60,3.2%,7%,1.1,9%,-6%,i,0.8,i,36,0.4%
CCCN1CCN(C(=O)Cn2nc(C)n3c(cc4sccc43)c2=O)CC1,0.9,70,0.7%,7%,.,15%,-4%,i,1.4,i,14,-0.1%
C=CCCC1(C)C(=O)N(c2ccccc2)c2ccccc21 (centres undefined),0.0,54,1.3%,6%,1,6%,-1%,i,0.1,i,23,1.7%[50 µM]
N#Cc1ccc(C2=CC(=O)C[C@H](c3ccc4c(c3)OCO4)C2)cc1,3.0,61,0.0%,.,.,9%,.,i,1.4,i,27,0.9%
COc1cccc(/C(C)=N/NC(=O)c2cc(-c3cccnc3)nc3ccccc23)c1,-0.7,87,2.2%,10%,1.1,10%,9%,i,0.3,i,50,0.1%
CCc1ccccc1-n1nnnc1-c1cnccc1C(F)(F)F,1.2,48,2.7%,4%,.,4%,-3%,i,0.5,i,34,0.4%
CCOc1ccc(C(=O)CN2CCN(S(=O)(=O)c3ccc(Br)cc3)CC2)cc1,0.9,62,0.0%,-1%,1,8%,15%,i,0.7,i,24,0.4%[50 µM]
CCOC(=O)Cc1cnc(NC(=O)Cn2nnc(-c3ccc(OCC)cc3)n2)s1,0.7,56,2.7%,2%,1.1,11%,-10%,i,0.5,i,5,0.5%
Cc1ccc(-n2c(N)c(C(=O)Nc3c(C)n(C)n(-c4ccccc4)c3=O)c3nc4ccccc4nc32)cc1C,1.9,54,3.2%,9%,1.1,.,-7%,.,.,i,0,.
CCn1c(=O)cc(OCC(=O)NCCc2cccc(C)c2)c2ccccc21,1.3,72,1.3%,11%,1.1,7%,-3%,i,0.5,i,37,-0.3%
Cc1ccc(Cl)c(NC(=O)COC(=O)CNS(=O)(=O)/C=C/c2ccccc2)c1Cl,2.3,39,1.7%,13%,1.1,7%,-6%,i,2.1,i,48,3.8%[50 µM]
COc1cccc(/C=C2/SC(=S)N(CC(=O)NNC(=O)c3ccccc3OC)C2=O)c1,1.9,58,0.1%,21%,.,4%,7%,i,1.7,i,24,-0.3%

# Pulled by structure from the entries so far, 3 records:
compound,NTR1 agonist,NTR1 agonist cell count 20 µM,RSV CPE inhibition,Large T inhibition,TNAP activation fold,Rac1 GTP hydrolysis,Salmonella PhoP GFP,Myeloid diff MLP,Myeloid diff MLP GFP+ MAC1+ %,T cell modulator,T cell modulator vesicle-bound %,K1F lysis inhibition
CCn1c(=O)cc(OCC(=O)NCCc2cccc(C)c2)c2ccccc21,1.3,72,1.3%,11%,1.1,7%,-3%,i,0.5,i,37,-0.3%
CCOC(=O)Cc1cnc(NC(=O)Cn2nnc(-c3ccc(OCC)cc3)n2)s1,0.7,56,2.7%,2%,1.1,11%,-10%,i,0.5,i,5,0.5%
Nc1nc(C2CC2)c(Sc2sc(N)nc2C2CC2)s1,0.2,80,9.7%,25%,1,25%,27%,i,0.7,i,45,-0.1%

# Continuation.
compound,NTR1 agonist,NTR1 agonist cell count 20 µM,RSV CPE inhibition,Large T inhibition,TNAP activation fold,Rac1 GTP hydrolysis,Salmonella PhoP GFP,Myeloid diff MLP,Myeloid diff MLP GFP+ MAC1+ %,T cell modulator,T cell modulator vesicle-bound %,K1F lysis inhibition
O=S(=O)(c1ccc(S(=O)(=O)N2CCCC2)cc1)N1CCCCCC1,-0.3,55,0.0%,2%,1,1%,5%,i,1.7,i,41,0.6%
COc1ccc(CCNC(=O)COc2ccc(N(C)S(=O)(=O)c3ccc(Cl)cc3)cc2)cc1,.,.,.,11%,1.1,5%,-2%,i,0.7,.,.,0.1%
Cn1c(=O)oc2cc(S(=O)(=O)Nc3cccc([N+](=O)[O-])c3)ccc21,-1.3,99,-0.2%,7%,.,6%,3%,i,0.5,i,60,0.3%
COc1cccc(NC(=O)CN(c2ccc3c(c2)OCO3)S(C)(=O)=O)c1,0.0,29,-0.7%,2%,1.1,.,2%,i,0.4,i,49,.
Cc1ccc2c(c1)[C@@H]1CN(C)CC[C@@H]1N2S(=O)(=O)c1ccc(F)cc1,-0.3,20,-2.5%,3%,1.1,-12%,0%,i,1.5,i,28,-0.2%
CN(C1CCS(=O)(=O)C1)S(=O)(=O)c1ccc2ccccc2c1 (centres undefined),0.4,59,1.9%,12%,.,2%,8%,i,0.9,i,49,0.5%[50 µM]
Cc1cccc(NC(=O)CN2CCSc3ccccc32)c1,0.7,39,3.4%,12%,1,6%,-1%,i,0.5,i,39,0.5%
Cc1cc(C)nc(N/N=C/C2=C(N3CCOCC3)C(=C\c3ccc(Cl)cc3)/CC2)n1,1.4,36,17%,14%,0.9,13%,-4%,i,0.5,i,48,3.8%
CN(C)S(=O)(=O)c1ccc(Cl)c(C(=O)NC2CCCCCCC2)c1,3.4,61,4.9%,2%,.,3%,13%,i,6.1,i,36,-0.7%
Cc1cc(C=C2C(=O)c3ccccc3C2=O)c(C)n1C,0.9,60,2.9%,11%,0.8,7%,19%,i,0.9,i,44,0.0%
O=S(=O)(NCCN1CCCC1)c1ccc(Cl)cc1,-0.4,85,0.6%,6%,.,11%,-4%,i,2.3,i,26,0.0%
COc1ccc(N2CC(NC(=O)N3CCc4ccccc43)CC2=O)cc1OC (centres undefined),-0.2,62,2.1%,5%,1,1%,11%,i,0.5,i,42,-0.1%
CN(C)S(=O)(=O)c1cccc(C(=O)Nc2ccc3c(c2)CCC3)c1,3.2,44,?,5%,.,-1%,0%,i,4.0,i,17,0.0%
COc1ccc(NC(=O)CCc2c(C)nc3nc(C)nn3c2C)cc1,-0.9,75,8.1%,-3%,1.2,3%,-3%,i,0.6,i,27,0.4%
O=c1ccn(-c2cccc(C(F)(F)F)c2)nc1-c1ccn(-c2cccc(Cl)c2)n1,2.3,42,-2.8%,16%,1.1,9%,-6%,i,2.1,i,56,-0.6%
COc1ccccc1CN1CC(C(=O)N(C)Cc2nc(C)cs2)CCC1=O (centres undefined),-1.4,53,2.3%,11%,.,-12%,-13%,i,0.8,i,10,0.3%
CN1CCc2ccccc2C1Cc1ccccc1NC(=O)c1sc2ccccc2c1Cl (centres undefined),2.6,91,?,9%,.,7%,5%,.,.,i,64,0.3%
O=C(c1ccc(F)cc1)N1CCOC(c2nc(-c3ccc(F)cc3)no2)C1 (centres undefined),-1.3,76,0.3%,7%,.,-2%,2%,i,1.7,i,17,0.3%
CC(=O)c1cccc(NC(=O)COC(=O)Cc2ccc(Cl)cc2)c1,1.6,57,.,.,.,11%,.,i,0.7,.,.,1.4%[50 µM]

# From PubChem BioAssay
